# High-throughput results as filed in PubChem BioAssay.
# ABHD5 PLIN5 PPI: ABHD5-PLIN5 protein interaction inhibition. inhibition, % at 4 µM. hit rate 0.78% among 360,000. Split G. princeps luciferase complementation, luminescence, 4 h;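 active means inhibition above the mean inhibition across every tested compound plus 3 SD, cut at about 22% in these data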;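 further: 0% = DMSO only wells and the 100% control is not disclosed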
# PDI inh: PDI (human) enzyme inhibition. PDI insulin aggregation turbidity, A650, 90 min. inhibition, % at 10 µM. hit rate 0.052% among 350,000;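 active means mean inhibition across replicates of 30% or more, whatever share of single replicates reach that level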;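 further: absorbance from insulin aggregation driven by PDI reduction with DTT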
# Target sequence (P07237 whole entry, looked up): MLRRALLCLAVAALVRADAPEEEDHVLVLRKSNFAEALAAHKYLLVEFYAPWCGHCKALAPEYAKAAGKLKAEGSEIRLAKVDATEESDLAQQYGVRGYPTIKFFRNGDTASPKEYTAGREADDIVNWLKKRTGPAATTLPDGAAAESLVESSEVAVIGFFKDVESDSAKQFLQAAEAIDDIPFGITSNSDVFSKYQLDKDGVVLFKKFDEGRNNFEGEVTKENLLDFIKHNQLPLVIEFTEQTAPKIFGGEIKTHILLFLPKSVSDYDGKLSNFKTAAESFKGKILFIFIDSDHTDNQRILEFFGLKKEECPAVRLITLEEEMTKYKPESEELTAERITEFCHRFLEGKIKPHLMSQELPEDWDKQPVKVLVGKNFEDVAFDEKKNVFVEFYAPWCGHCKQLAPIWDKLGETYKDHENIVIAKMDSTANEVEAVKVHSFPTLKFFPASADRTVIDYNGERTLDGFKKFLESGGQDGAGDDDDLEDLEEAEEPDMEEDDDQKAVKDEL
# CaV13 ICDI inh: Disruptors of the CACNA1D IQ motif to Ca2+-dependent inactivation inhibitor domain association, primary screening, Förster resonance energy transfer in intact living … | HEK cells, CFP/YFP FRET ICDI-IQ, plate reader, 10 min; percent FRET-ratio fall versus neutral wells | inhibition, % at 12.3 µM | hit rate 0.098% among 340,000;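 active means mean replicate inhibition of at least 30% and at least 1% of replicates passing that level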;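 further: 0% = median of the neutral control wells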
# Glyco luc inh: blocks N-linked glycosylation in D54 reporter cells | hit rate 0.23% among 360,000 | D54 ERlucT glycosylation luciferase reporter, 24 h; percent of 100 nM tunicamycin response | reporter increase, % at 12.5 µM;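 active means mean luciferase reporter signal, scaled so untreated is 0 and the glycosylation-blocking control 100, at or above a set limit in every replicate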;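 further: luciferase carries N-glycosylation sites so blocking glycosylation raises the light; 0% = median of neutral control wells and 100% = median of 100 nM tunicamycin wells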
# H9c2 protect: myocardial damage modulation in H9c2 cells; H9c2 cardiomyocytes, H2O2 injury protection, ATPLite, 2 h; protection from H2O2 cell death, % at 20 µM; hit rate 0.63% among 360,000;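 active means compounds giving at least 50% protection of heart cells from peroxide-induced death in the single-dose screen, raw or plate-pattern-corrected value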;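 further: 0% = DMSO wells with peroxide and 100% = DMSO wells without peroxide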
# MC4R antag cAMP: human MC4R antagonism in cAMP assay. P32245. MC4R-expressing cells, MTII-stimulated cAMP, LANCE TR-FRET. inhibition, % at 6.5 µM. hit rate 0.48% among 360,000. AID 540295;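 active means inhibition above its plate's cutoff, the mean of tested wells on that plate plus 3 SD, cut at about 29% in these data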;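 further: 0% = Melanotan II alone and 100% = Melanotan II plus saturating MCL0020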
#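 Test system: U2OS cells stably expressing human melanocortin 4 receptor (MC4R); also added: Melanotan II challenge; compound: 6.5 µM single dose; timing: 30-min compound preincubation, 1-h Melanotan II challenge, 1-h detection, room temperature; signal: Eu-cAMP/anti-cAMP TR-FRET, emission 671 nm; repeats: one well per compound, no replicates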
# ABCB6 inh 2: inhibitors of human ABC transporter ABCB6; Q9NP58; K562-ABCB6 porphyrin accumulation, flow cytometry, 1 h; hits give low values; fluorescence ratio to DMSO, % at 10 µM; hit rate 0.19% among 360,000;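 active means fluorescence ratio to DMSO below 75%, the collection mean minus 3 SD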;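 further: signal is porphyrin accumulated inside mitochondria; 100% equals median channel fluorescence of DMSO control wells; lower ratio means ABCB6 inhibition with less porphyrin fluorescence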
# HTR2A ag: mouse HTR2A agonism via beta-arrestin recruitment; P35363; CHO-K1 mHTR2A beta-arrestin complementation, luminescence; percent of 30 µM serotonin response; activation, % at 7.6 µM; hit rate 0.66% among 360,000; AID 624169;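 active means activation above a run cutoff, the mean activation of all tested compounds plus 3 SD, cut at about 14% in these data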;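 further: 0% = plate median of compound wells and 100% = 30 µM serotonin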
# Target sequence (P35363 whole entry, looked up): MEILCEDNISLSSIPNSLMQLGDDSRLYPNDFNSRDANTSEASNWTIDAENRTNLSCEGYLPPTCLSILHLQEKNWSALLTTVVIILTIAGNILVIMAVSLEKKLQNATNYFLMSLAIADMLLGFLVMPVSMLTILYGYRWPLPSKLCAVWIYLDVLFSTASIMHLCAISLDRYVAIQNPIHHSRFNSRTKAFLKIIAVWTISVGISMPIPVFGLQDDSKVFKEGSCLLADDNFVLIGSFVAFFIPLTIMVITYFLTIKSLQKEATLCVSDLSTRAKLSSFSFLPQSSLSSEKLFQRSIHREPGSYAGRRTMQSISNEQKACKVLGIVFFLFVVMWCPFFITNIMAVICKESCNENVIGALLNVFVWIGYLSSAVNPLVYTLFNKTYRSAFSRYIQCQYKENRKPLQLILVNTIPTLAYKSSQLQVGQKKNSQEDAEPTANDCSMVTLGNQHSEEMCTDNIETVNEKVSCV
# Exocytosis inh: lytic granule exocytosis inhibition; inhibition, % at 10 µM; TALL-104 LAMP-1 surface exposure, flow cytometry; cells stimulated with thapsigargin and PMA; hit rate 0.66% among 360,000;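 active means inhibition above about 55%, limit read from the data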
# MC4R ag barr: human MC4R agonism via beta-arrestin. U2OS MC4R beta-arrestin complementation, luminescence; percent of melanotan II response, DMSO zero. activation, % at 8.9 µM. hit rate 0.98% among 360,000;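 active means activation above a per-plate cutoff, the mean activation of sample wells on that plate plus 3 SD, cut at about 8% in these data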
# The depositor's hits bear a star; . = no result given.
# Every second line gives: H9c2 protect	ABHD5 PLIN5 PPI	Glyco luc inh	CaV13 ICDI inh	MC4R ag barr	PDI inh	MC4R antag cAMP	ABCB6 inh 2	HTR2A ag	Exocytosis inh
- Cc1c(Cl)cccc1NC(=S)Nc1ccc2[nH]c(=O)[nH]c2c1
    -2.6	-7.1	0.9	-5.7	-2.4	-9.6	-1.9	93.0	-4.8	2.2
- COc1ccc(S(=O)(=O)NCC2CCCN(Cc3cccnc3)C2)cc1 (centres undefined)
    -5.6	-3.1	-0.5	6.8	-3.0	-5.4	0.0	104.0	-5.5	1.0
- CCC(C)c1ccc(-n2c(=O)c3ccccc3n3c(=S)[nH]nc23)cc1 (centres undefined)
    8.1	2.6	1.2	-3.9	-1.3	2.4	-2.9	94.0	4.9	3.9
- C=CCN1C(=O)/C(=C/c2ccc(-c3ccc(F)cc3)o2)SC1=S
    -3.7	-1.4	-4.9	-5.0	-2.0	-3.6	1.9	153.0	-1.1	93.2*
- COc1ccccc1OCC(=O)N1CCC2(CC1)CC(=O)c1ccccc1O2
    5.0	-4.5	-1.3	-6.1	-3.4	-0.9	-0.1	95.0	-5.6	1.0
- CCN(CC)Cc1cc2[nH]c3c4ccc(Cl)cc4ncc3c2cc1OC
    4.8	-1.2	-2.7	-3.8	-0.8	-1.8	6.0	104.0	-1.0	13.3
- COc1cccc2cc(C(C)N(CCCN3CCOCC3)C(=S)Nc3ccccc3C)oc12 (centres undefined)
    8.1	1.3	4.0	-15.5	-0.8	13.8	3.4	98.0	-7.3	-1.6
- COc1ccccc1C(=O)OCCNC(=O)Cn1cnc2c1c(=O)n(C)c(=O)n2C
    2.8	0.9	1.6	-3.1	4.3	-4.5	25.3	96.0	5.7	1.2
- O=C(O)COc1ccc(/C=N/NC(=O)Cc2ccc(Cl)cc2)cc1
    3.3	-2.7	1.5	-4.3	-0.7	0.7	8.5	98.0	-2.0	-1.4
- O=C(c1ccc(Cl)c(S(=O)(=O)N2CCCCC2)c1)N1CCCC(C(F)(F)F)C1 (centres undefined)
    -8.2	-2.4	-3.0	-6.1	-1.9	10.8	-1.4	89.0	-5.3	0.3
- O=C(c1ccc(COc2c(F)c(F)cc(F)c2F)o1)N1CCN(c2ccccc2)CC1
    -10.0	-6.4	0.9	-5.4	1.6	7.3	-5.8	91.0	-3.5	0.5
- CSc1ccc(NC(=O)NN(c2ccccc2)C2CCS(=O)(=O)C2)cc1 (centres undefined)
    -2.6	0.1	0.2	-5.2	-2.1	-18.7	1.5	98.0	-0.7	-4.9
- CCN1CCCC1CNC(=O)c1cc(N)ccc1OC (centres undefined)
    -1.5	-0.3	-2.1	3.4	1.4	5.1	5.3	99.0	13.7	0.7
- CC1=NN(c2ccccc2)C(c2ccco2)C1 (centres undefined)
    -1.4	-4.7	-1.1	-3.8	-1.3	5.3	-0.5	92.0	-1.4	12.1
- COc1ccccc1C1NC(=O)NC(C)=C1C(C)=O (centres undefined)
    3.0	-3.5	1.2	.	-1.0	8.4	7.6	99.0	1.4	-2.7
- CN(C(=O)c1cccc(NC(=O)Cc2ccc(NC(=O)C3CCN(C(=O)CCc4ccccc4)CC3)cc2)c1)C1CCCCC1
    -24.8	-5.2	-2.3	-6.9	0.8	0.4	13.7	103.0	-6.5	-0.1
- FC(F)(F)c1cccc(-c2ccc(-c3csnn3)o2)c1
    -8.5	4.8	2.0	-5.1	1.2	-3.8	10.5	99.0	2.8	0.1
- CCOC(=O)NC(Nc1ccc(OC)cc1)(C(F)(F)F)C(F)(F)F
    -3.0	-2.4	1.4	-2.3	2.7	16.2	-4.8	102.0	-2.0	-1.2
- Cc1cnc(NC(=O)C(C)N2CCN(C)CC2)s1 (centres undefined)
    4.8	-12.0	1.0	-6.9	0.2	8.6	3.1	98.0	-3.6	2.7
- COc1cccc(C2/C(=C(/O)c3ccc4c(c3)CC(C)O4)C(=O)C(=O)N2CC2CCCO2)c1 (centres undefined)
    -2.7	4.5	0.6	.	0.8	-4.8	-2.1	103.0	5.2	-3.4
- COc1ccc(CNC(=O)CSc2nnc(C)c(=O)[nH]2)cc1
    9.8	-6.0	0.4	-2.5	-1.0	-6.3	-0.2	96.0	5.9	0.3
- O=S(=O)(c1ccc(Cl)cc1)N1CCN=C1SCc1cccnc1
    -7.4	1.0	0.8	-2.5	-1.5	9.2	2.9	100.0	7.0	0.7
- O=C(Nc1ccc(S(=O)(=O)Nc2ccc(Cl)cc2)cc1)C1CCCO1 (centres undefined)
    -13.1	5.7	-2.3	-6.9	-1.6	-20.4	0.9	91.0	-0.5	-3.1
- CCOC(=O)CNC(=O)c1sc(NC(=O)c2ccccc2F)nc1C
    2.8	-7.9	-1.7	-7.5	0.2	1.2	5.9	86.0	-5.7	13.4
- C/C(=N\NC(=O)c1nn(C)c(C)c1Br)c1ccc(NC(=O)c2ccoc2C)cc1
    16.7	-8.8	-1.1	-7.6	0.1	-10.3	-6.5	93.0	-0.5	4.1
- CCOC(=O)c1sc(=S)n(-c2ccccc2OC)c1N
    -5.7	-7.5	1.5	-1.2	-0.8	-3.7	0.3	99.0	-2.6	-0.8
- COc1cccc(NC(=O)CN(C)C(=O)c2ccccc2Sc2ccccc2C#N)c1
    1.5	-3.0	0.2	-13.6	-0.5	-5.3	19.7	100.0	0.1	1.3
- CCN(CC)S(=O)(=O)c1ccc(-c2cn3ccc(C)cc3n2)cc1
    -8.6	7.2	-3.0	-1.9	0.8	-4.6	0.2	100.0	-4.2	0.1
- COc1ccc(CNC(=O)c2sc(=O)n(Cc3cc(Cl)ccc3OC)c2C)cc1
    1.7	-10.4	-1.3	-13.6	1.8	-1.8	8.0	101.0	-8.0	-2.6
- S=C(Nc1ccccc1)Nc1nccs1
    -9.8	-6.6	-0.3	-3.7	-0.7	1.9	6.7	93.0	12.9	-7.3
- O=C(CSc1nnc(-c2cnccn2)n1Cc1ccco1)Nc1ccc(Br)cc1
    7.8	7.0	0.6	.	-2.2	6.7	-1.6	92.0	-0.7	1.6
- Cc1sc(N/N=C/c2cccnc2)nc1-c1ccc(Cl)cc1
    -1.7	2.5	-4.5	-4.4	0.5	-0.1	4.3	100.0	-4.7	-2.4
- C[C@H](NC(=O)c1nc[nH]c1C(=O)N1CCN(C(=O)OC(C)(C)C)CC1)C(=O)OC(C)(C)C
    14.6	5.0	1.4	-5.7	-1.1	-4.7	10.6	92.0	8.3	-15.0
- O=C(Nc1ccccc1F)Nc1ccc([N+](=O)[O-])cc1Cl
    -26.6	-4.8	-4.8	-5.1	-1.0	1.1	22.7	91.0	-1.5	-0.5
- COc1cccc(C(=O)N2CCN(C(=O)COc3ccc4ccccc4c3)CC2)c1
    -4.7	11.7	2.6	-3.4	-0.1	-9.4	12.6	99.0	-0.1	-9.5
- Cc1ccc(S(=O)(=O)NC2=C(N3CCN(Cc4ccccc4)CC3)C(=O)c3ccccc3C2=O)cc1
    -9.4	-21.7	65.3*	-16.6	-4.3	3.0	-3.6	89.0	-2.8	-0.1
- N#Cc1ncn(-c2ccc(Oc3ccccc3)cc2)c1N
    9.3	4.6	-3.0	-2.3	0.9	-2.8	0.4	102.0	-3.3	-1.4
- CC1CC2=C(NC(=S)NC2c2cccc(F)c2)/C(=C/c2cccc(F)c2)C1 (centres undefined)
    -13.6	5.9	1.8	-5.4	4.7	2.4	-6.8	96.0	6.2	8.9
- CCCN(CCC)CCNc1c(NC2CCN(C(=O)OCC)CC2)c(=O)c1=O
    -3.1	2.9	0.5	-5.8	-1.0	0.7	1.5	102.0	-2.6	0.4
- O=C(Cc1ccc(Cl)cc1)NCC(=O)N1CCCC1
    2.2	-6.4	-0.2	.	-0.9	0.8	-1.6	107.0	-7.3	-1.7
- COc1cccc(NC(C)C(=O)N2CC(C)OC(C)C2)c1 (centres undefined)
    1.8	-3.7	-1.4	-3.1	-0.6	-0.1	-8.6	92.0	-0.8	1.3
- O=C(COC(=O)Cc1c[nH]c2ccccc12)Nc1cc(S(=O)(=O)N2CCOCC2)ccc1Cl
    6.1	5.7	1.2	-2.3	0.9	11.5	13.9	101.0	-10.0	-1.4
- O=C(NC1CCCCC1)c1cccc(S(=O)(=O)N2CCOCC2)c1
    -6.1	-0.2	-0.5	.	0.1	8.8	1.4	101.0	0.4	-6.1
- COC(=O)Cn1c(N2CCCC2)nc2c1c(=O)n(C)c(=O)n2C
    1.8	-4.6	1.8	-3.1	-2.5	4.0	-1.1	100.0	1.1	-4.2
- O=c1c(Cc2c(F)cccc2Cl)c(O)ccn1CCCn1ccnc1
    6.1	2.1	2.6	-5.0	-5.3	-1.9	8.8	96.0	9.9	-2.7
- CC(C)(C)c1ccc(-c2noc(CCC(=O)Nc3cccnc3)n2)cc1
    -17.5	-1.6	-4.7	-5.0	0.4	6.9	2.4	82.0	-9.4	8.1
- CC(C)OCCCn1c(=N)c(C(N)=S)cc2c(=O)n3ccccc3nc21
    43.0	-7.8	-2.4	44.7*	1.1	1.0	2.9	97.0	6.8	-2.4
- Cc1cc(NC(=O)C2COc3ccccc3O2)no1 (centres undefined)
    5.2	3.1	-0.3	-5.5	-0.5	5.5	0.8	92.0	4.0	5.4
- N/C(=N\OCc1ccccc1)c1nonc1N
    2.9	11.6	-0.2	6.4	0.9	3.0	-2.2	81.0	-0.3	-1.4
- COc1ccccc1NC(=S)NC(=O)CCc1ccccc1
    -4.3	-0.1	0.3	.	-2.5	3.6	-1.5	93.0	13.8	-1.6

# The list goes on.
# Every second line gives: H9c2 protect	ABHD5 PLIN5 PPI	Glyco luc inh	CaV13 ICDI inh	MC4R ag barr	PDI inh	MC4R antag cAMP	ABCB6 inh 2	HTR2A ag	Exocytosis inh
- CC(C)C(=O)Nc1cccc(NC(=O)c2cccc(Br)c2)c1
    5.8	3.6	-1.9	-4.0	-2.3	-5.9	7.7	111.0	-1.6	-2.4
- COc1ccc([N+](=O)[O-])cc1NC(=O)CCSCCc1ccccn1
    5.1	-6.0	0.3	-5.3	0.4	5.8	-2.6	101.0	-2.9	-3.8
- Cn1cccc1C(=O)NC(=O)CSc1cccc[n+]1[O-]
    -5.6	-1.4	-0.8	-4.2	-3.0	2.2	-1.8	110.0	1.1	-3.3
- COc1ccccc1CN1CC(C(=O)NCc2cccnc2)CC1=O (centres undefined)
    1.3	-6.0	1.8	-8.6	-2.8	4.4	-2.2	93.0	0.3	0.9
- NC(=O)c1ccc(NC(=O)Cn2c(=O)n(-c3ccccc3)c(=O)c3oc4ccccc4c32)cc1
    -0.8	0.8	-1.6	-1.3	-0.1	2.8	3.0	96.0	-0.5	-3.4

# Printed as active in CaV13 ICDI inh, of those listed so far:
canonical_smiles	ABHD5 PLIN5 PPI	Glyco luc inh	CaV13 ICDI inh	MC4R ag barr	PDI inh	MC4R antag cAMP	ABCB6 inh 2	HTR2A ag	Exocytosis inh
CC(C)OCCCn1c(=N)c(C(N)=S)cc2c(=O)n3ccccc3nc21	-7.8	-2.4	44.7*	1.1	1.0	2.9	97.0	6.8	-2.4
